# Compound activity deposited in PubChem BioAssay by several laboratories.
# Rad51 HR inh: Rad51 (human) homologous recombination inhibition. hRad51 DNA strand exchange, fluorescence dequenching. inhibition, % at 10 µM. Q06609. hit rate 0.085% among 200,000;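 active = inhibition above 40% at the single screening dose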;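 note: 0% = DMSO control wells and 100% = blanks with heterologous ssDNA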
# Target sequence (Q06609 whole entry, looked up): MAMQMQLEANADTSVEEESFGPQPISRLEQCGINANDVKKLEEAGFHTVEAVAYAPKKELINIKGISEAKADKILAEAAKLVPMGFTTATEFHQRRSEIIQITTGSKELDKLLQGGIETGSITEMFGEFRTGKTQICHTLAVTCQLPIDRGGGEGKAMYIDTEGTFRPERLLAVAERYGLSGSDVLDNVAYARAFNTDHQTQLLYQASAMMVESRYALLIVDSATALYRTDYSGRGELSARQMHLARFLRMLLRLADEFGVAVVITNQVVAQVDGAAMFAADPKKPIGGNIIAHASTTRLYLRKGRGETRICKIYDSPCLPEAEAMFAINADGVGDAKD
#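 Material: Human Rad51 nucleoprotein filaments preassembled on unlabelled ssDNA | Also added: Labelled 47-mer dsDNA for strand exchange | Dosing: Single dose, 10 µM final compound | Schedule: 30-min compound preincubation and 15-min exchange, both room temperature | Technique: Fluorescence dequenching at 485/520 nm | Measure: Percent inhibition relative to plate controls and blanks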
# EP2 antag: inhibitors of human EP2 prostaglandin E2 receptor; inhibition, % at 25 µM; P43116; hit rate 0.52% among 260,000; AID 1422; C6 glioma cells expressing human EP2, cAMP TR-FRET; cells stimulated with saturating PGE2;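 active = percent inhibition above 40 after rounding to a whole number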;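 note: rat C6 glioma host cells with rolipram phosphodiesterase inhibitor present; the protocol text gives 20 µM as final concentration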
# Target sequence (P43116 whole entry, looked up): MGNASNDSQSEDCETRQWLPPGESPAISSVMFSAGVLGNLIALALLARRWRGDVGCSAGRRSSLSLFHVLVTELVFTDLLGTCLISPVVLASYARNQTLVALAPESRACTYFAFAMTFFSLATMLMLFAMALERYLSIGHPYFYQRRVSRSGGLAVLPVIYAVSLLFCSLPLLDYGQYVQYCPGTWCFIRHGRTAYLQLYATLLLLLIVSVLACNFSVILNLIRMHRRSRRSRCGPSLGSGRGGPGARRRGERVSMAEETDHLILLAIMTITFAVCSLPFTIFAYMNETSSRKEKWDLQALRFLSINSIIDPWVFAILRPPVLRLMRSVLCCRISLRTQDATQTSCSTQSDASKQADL
# m-calpain inh: inhibitors of pig calpain II; inhibition, % at 16 µM; hit rate 0.37% among 220,000; purified calpain II, fluorogenic peptide substrate, 30 min;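 active = inhibition above about 50%, limit read from the data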
# TbHK1 inh: blocks Trypanosoma brucei hexokinase 1 activity; hit rate 0.11% among 220,000; inhibition, % at 10 µM; recombinant TbHK1, G6PDH-coupled NADH A340; AID 1430;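 active = inhibition of 50% or more in the single-dose primary screen; inactive = inhibition below 50%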
# 14-3-3 Bad PPI: disrupts binding of bovine 14-3-3 zeta to phospho-Bad peptide. TR-FRET 14-3-3zeta/Dy647-pBad peptide displacement, 1 h. hit rate 0.71% among 220,000. inhibition, % at 21.7 µM. P63103;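 active = inhibition above about 70%, limit read from the data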;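 note: 0% = full 14-3-3 plus peptide FRET controls and 100% = background without 14-3-3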
# Target sequence (P63103 whole entry, looked up): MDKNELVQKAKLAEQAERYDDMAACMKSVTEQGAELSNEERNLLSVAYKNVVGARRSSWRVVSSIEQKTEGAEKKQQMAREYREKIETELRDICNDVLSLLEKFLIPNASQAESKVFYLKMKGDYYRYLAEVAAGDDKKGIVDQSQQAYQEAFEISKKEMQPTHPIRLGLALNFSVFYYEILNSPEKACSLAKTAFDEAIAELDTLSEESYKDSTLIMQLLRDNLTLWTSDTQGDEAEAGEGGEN
# EP2 modulator: modulators of human EP2 prostaglandin E2 receptor. P43116. EP2-expressing cells, cAMP HTRF FRET, PGE2 co-stimulation. induction, % at 25 µM. hit rate 0.83% among 260,000;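 active = compounds whose cAMP rise, as percent of the full-agonist control response, exceeds 60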;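 note: rat C6 glioma line stably carrying human EP2 under a CMV promoter; the protocol text gives 20 µM as final concentration; 100% = response of wells given 1 µM PGE2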
# Hck Nef HTS: human Hck-Nef kinase inhibition; Recombinant Hck-YEEI plus Nef, Z-Lyte FRET kinase assay; inhibition, % at 20 µM; hit rate 0.68% among 220,000; AID 463187;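 active = Hck-Nef kinase inhibition above about 50%, limit read from the data; inactive = inhibition below that limit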;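 note: 0% = DMSO with Hck plus Nef and 100% = Hck alone without Nef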
# zVAD death inh: blocks zVAD induced death of L929 cells; L929 zVAD necroptosis rescue, ATP luminescence, 24 h; with zVAD 60 µM; viability rescue, % at 10 µM; hit rate 0.38% among 220,000;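 active = activation, scaled between plate controls, above about 75%, limit read from the data; inactive = activation under that limit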;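 note: 0% = zVAD with DMSO and 100% = DMSO alone without zVAD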
# eIF4E 4G PPI: blocks eIF4E binding to eIF4G; P63073+Q04637; TR-FRET eIF4E-eIF4GI(517-606) binding, 2 h; inhibition, % at 21.7 µM; hit rate 0.37% among 220,000;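 active = inhibition above about 30%, limit read from the data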;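 note: 0% = full FRET control wells and 100% = background wells lacking eIF4GI fragment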
# * marks the source's active call; other numbers are inactive results; . = no result given; & = joins results of further samples; [ ] = remark or other dose. This is a subset, so the mix of outcomes need not match the whole.
no.	smiles	Rad51 HR inh	EP2 antag	m-calpain inh	TbHK1 inh	14-3-3 Bad PPI	EP2 modulator	Hck Nef HTS	zVAD death inh	eIF4E 4G PPI
1	COc1ccccc1CN1C[C@@H]2C[C@@H](c3ccc4nsnc4c3)N3CCC[C@@]23C1=O	12	3	-49	-1	-15	-11	9	0.2	-2
2	COc1ccc(CN(Cc2ccccn2)S(=O)(=O)c2ccc(-n3cnnn3)cc2)cc1	.	.	-28	0	-8	-17	3	-0.5	-2[fluorescence artefact?]
3	CCc1ccc(CN2CCC(CO)(CC3CCCCO3)CC2)o1 (stereo not given)	4	3	-15	-2	-7	-27	23	0.3	-5
4	CC1CCN(C(=S)c2cn(Cc3ccccc3F)c3ccccc23)CC1	2	19	-12	-2	-11[fluorescence artefact?]	41	0	-0.3	4
5	CC1(C)C(=O)OC(C(=O)c2ccccc2)C2(CCCCC2)C1=O (stereo not given)	-4	5	-29	-4	0	36	3	1.2	-2[fluorescence artefact?]
6	O=C(CCn1c2c(c3ccccc31)CCCC2)NNC(=O)c1ccc([N+](=O)[O-])cc1	8	4	15	0	-10	-12	-2	2.3	2
7	CCC(=O)N/N=C/c1ccc(-c2ccc(Cl)cc2)o1	2	10	-3	-45	-3	5	18	5.3	7
8	O=C(NCC1COc2ccccc2O1)c1ccc(NC(=O)c2ccco2)cc1 (stereo not given)	4	10	9	5	-3	-14	2	1.5	-1
9	COc1ccc(Cl)cc1N1C(=O)C2CCCN2C1c1ccc(F)c(F)c1 (stereo not given)	6	8	-3	0	5	15	2	0.4	0
10	Cn1nc(C(F)(F)F)c(C(=O)Nc2cccc(C(F)(F)F)c2)c1SCc1ccc(Cl)cc1	0	6	24	1	6	42	1	0.1	6
11	Cc1cc(=O)oc2cc(OCCSCCN3CCCC3)ccc12	21	22	-53	-31	1	-10	5	0.3	0
12	Cc1ccc(CC(NC(=O)c2ccccc2)C(=O)NC(C)C(=O)O)cc1 (stereo not given)	-6	1	22	-4	-1	47	3	0.9	0
13	Cn1c(-c2cccs2)[n+](C)c2ccccc21	3	2	1	8	7	20	22	0.6	1
14	CCN(CC(=O)NC(C)C)Cc1nc2c(Br)cc(Br)cc2c(=O)[nH]1	-16	13	-25	-3	-8	65*	16	1.0	-14
15	COc1ccc(C(c2sc3nc(C)nn3c2O)N2CCC(C(N)=O)CC2)cc1OC (stereo not given)	-1	9	-32	-80	14	-8	-8	-0.3	0
16	C(=N\N1CCN(c2ccccc2)CC1)/c1ccccc1	5	15	-47	-2	-6	-8	-38	0.9	-3
17	CCCCn1c(=N)n(CC(=O)c2ccc(Br)s2)c2ccccc21	7	2	12	5	-2	-37	1	-2.6	1
18	O=C(CNC(=O)c1cccs1)OCC(=O)c1ccccc1Cl	6	2	-16	-6	-3	32	19	2.9	-1
19	O=C1c2ccc(Oc3ccc4c(c3)C(=O)N(CCCO)C4=O)cc2C(=O)N1CCCO	-4	6	-14	-9	7	12	2	0.5	5
20	CCC(C)(C)NC(=O)C(c1ccccc1F)N(C(=O)c1ccn[nH]1)c1ccccc1 (stereo not given)	-22	11	-7	3	8	33	11	-0.5	-5
21	C=CCn1c(CCNC(=O)c2ccccc2F)nnc1SCC(=O)Nc1ccc(OC)cc1	1	2	10	-5	0	-35	17	-1.1	4
22	CCCCCCCC1CC(CSc2ncn[nH]2)OC1=O (stereo not given)	-7	12	5	8	3	40	7	1.5	-3
23	CCOC(=O)N1CCN(C(=O)CN(c2ccc(Oc3ccccc3)cc2)S(C)(=O)=O)CC1	-1	10	-48	-13	-2	25	2	0.2	0
24	O=C(CNC(=O)/C(=C\c1ccc(F)cc1)NC(=O)c1ccccc1)OCc1ccccc1	-7	15	-18	4	5	21	1	-0.4	6
25	O=C(CSc1nc2c(cnn2-c2ccccc2)c(=O)[nH]1)N1CCCCC1	.	8	2	-13	-8	11	30	-0.5	-1
26	O=C(CCl)Nc1ccccc1Sc1ccccc1	0	15	-59	-7	8	64*	2	-0.4	0
27	CCC(CC)NC(=O)COC(=O)CCC(=O)c1ccc(Cl)cc1	-26	4	-106	3	4	-2	7	0.0	0
28	Cc1ccc(-c2nnn(CC(=O)Nc3nnc(C(C)C)s3)n2)cc1	-19	15&5	5	-9	-1	-32&-10	22	4.0	-1
29	Cn1nc(-c2ccccc2)c(-c2nc(-c3cccc(C(F)(F)F)c3)no2)c1Cl	-1	10	-24	6	-6	51	-15	0.5	0
30	O=C(N/N=C/c1ccco1)c1ccncc1	-1	7	5	-28	1	17	1	0.7	-6
31	Cc1cnc(C(=O)Nc2nnc(C3CC3)s2)cn1	-2	4	-28	-15	40	18	0	0.0	15
32	COc1ccc(OCC(O)CNC(=O)Nc2ccc(C(C)(C)C)cc2)cc1 (stereo not given)	27	12	4	-11	-1	7	3	9.5	0
33	CCc1ccc(NC(=O)C(C)n2nc(C)c([N+](=O)[O-])c2C)cc1 (stereo not given)	-3	4	24	0	1	7	30	4.7	1
34	COc1ccc(-c2nnc3c4ccccc4c(C)nn23)cc1	4	8	-10	-11	0	-15	1	0.4	2
35	O=C(C1CCCO1)N1CCN(C(c2ccccc2)c2ccccc2)CC1 (stereo not given)	1	8	-3	0	1	29	-1	0.2	0[fluorescence artefact?]
36	CN(C(=O)CSc1nnc(C(F)(F)F)n1N)C1CCS(=O)(=O)C1 (stereo not given)	3	4	-8	-10	2	18	9	-0.1	-4
37	N#Cc1c(Nc2cccc(F)c2)sc2c(O)cc(=O)[nH]c12	-16	2	14	-5	0	12	10	0.8	3
38	CC1(C)Oc2ccc(NC(=O)C3COc4ccccc4O3)cc2O1 (stereo not given)	-3	6&11	-7	0	0	-8&-9	3	2.9	-7
39	COc1ccc(CCNC(=O)CSc2nnc(CNc3ccc(Cl)cc3)o2)cc1OC	-32	6	-7	-1	12	-5	0	-0.1	1
40	NC(=O)c1nnn(-c2ccccc2)c1N	-8	7	10	3	7	2	14	6.0	1

# Part of the list above in order of heavy-atom count, ascending:
no.	smiles	Rad51 HR inh	EP2 antag	m-calpain inh	TbHK1 inh	14-3-3 Bad PPI	EP2 modulator	Hck Nef HTS	zVAD death inh	eIF4E 4G PPI
31	Cc1cnc(C(=O)Nc2nnc(C3CC3)s2)cn1	-2	4	-28	-15	40	18	0	0.0	15
35	O=C(C1CCCO1)N1CCN(C(c2ccccc2)c2ccccc2)CC1 (stereo not given)	1	8	-3	0	1	29	-1	0.2	0[fluorescence artefact?]
32	COc1ccc(OCC(O)CNC(=O)Nc2ccc(C(C)(C)C)cc2)cc1 (stereo not given)	27	12	4	-11	-1	7	3	9.5	0

# Carrying on:
no.	smiles	Rad51 HR inh	EP2 antag	m-calpain inh	TbHK1 inh	14-3-3 Bad PPI	EP2 modulator	Hck Nef HTS	zVAD death inh	eIF4E 4G PPI
41	CCc1cc(C(=O)c2ccccc2OC)c(N)s1	0	3&11	-1	-10	-4	6&-17	2	0.8	1
42	Cc1ccc2nc(-c3sc4nc(C)cc(C)c4c3N)[nH]c2c1	-11	10	-75	-4	-5	-37	9	-1.1	0
43	O=C(CSc1ncnc2ccccc12)Nc1cccc(S(=O)(=O)N2CCOCC2)c1	-4	5	16	7	0	-14	-32	0.1	-3
44	N=c1sccn1CC(=O)Nc1cccc(Oc2ccccc2)c1	.	.	12	1	-4	-16	4	0.8	-4
45	COc1ccc(/C=C/c2nc(N)nc(-c3ccccc3O)n2)cc1OC	9	16	-68	-22	-10	-49	5	0.1	10[fluorescence artefact?]
46	CN(C)N1C(N)=C(C#N)C(c2ccsc2)C2=C1CCCC2=O (stereo not given)	-8	3	19	24	-1	10	-6	-0.2	-25
47	O=C(OCC(=O)c1cccs1)c1ccccc1	6	10	-14	-6	3[fluorescence artefact?]	31	-4	1.9	0[fluorescence artefact?]
48	CCOC(=O)C1Cn2c(nc3c(c2=O)C(C)(CC)Cc2ccccc2-3)S1 (stereo not given)	10	15	-71	-10	-6	47	0	0.8	8
49	O=C(C1c2ccccc2C(=O)N2CCc3ccccc3C12)N1CCN(Cc2ccccc2)CC1 (stereo not given)	1	9	6	-3	-8	23	-1	-0.2	1
50	Cc1ccc(/C=C2/NC(=O)N(Cc3ccccc3F)C2=O)o1	-5	4	-20	-5	-5	24	1	0.7	3
51	Cc1nc(=O)c(-c2ccccc2)c(C)n1CCO	0	11	-12	8	14	20	-1	0.5	3[fluorescence artefact?]
52	COc1ccc(NC(=O)CCC(=O)OCc2ccc(C(=O)Oc3ccc(Cl)cc3)cc2)cc1	.	4	9	3	21	13	2	0.0	-7
53	COC(=O)c1ccccc1NC(=O)c1c(O)c2c([nH]c1=O)CCCC2	-4	24	-17	-4	8	7	-2	1.9	-4
54	O=C(CN1CCCCC1)N1CCCc2ccccc21	5	11&-1	-13	-4	.	-2&-11	-2	0.4	.
55	O=C(Nc1nnc(-c2ccncc2)o1)c1ccccc1F	-5	1	17	-12	-9	10	19	1.3	1
56	Cc1cccc(C)c1NC(=S)Nc1ccc(F)cc1	-1	13	-28	-4	5	-20	-6	-0.3	-6
57	CCOC(=O)Cn1c(-c2cccnc2Cl)nc2cc(Cl)c(Cl)cc21	-12	3	-34	3	3	15	2	0.9	4
58	O=C1NCN(c2ccccc2)C12CCN(c1nnnn1-c1ccccc1)CC2	-6	21	-16	-12	-4	-17	0	-1.1	7
59	O=C(NC1=NCCS1)c1ccc(N2CCCC2=O)cc1	7	9	-22	0	-12	38	20	1.7	4
60	COCCNC(=O)c1ccc(CS(=O)(=O)c2ccc(OC)cc2)o1	0	6	8	-3	10[fluorescence artefact?]	10	9	0.4	0[fluorescence artefact?]

# Reformatted: two of the compounds above.
55: O=C(Nc1nnc(-c2ccncc2)o1)c1ccccc1F
56: Cc1cccc(C)c1NC(=S)Nc1ccc(F)cc1
compound no.	55	56
Rad51 HR inh	-5	-1
EP2 antag	1	13
m-calpain inh	17	-28
TbHK1 inh	-12	-4
14-3-3 Bad PPI	-9	5
EP2 modulator	10	-20
Hck Nef HTS	19	-6
zVAD death inh	1.3	-0.3
eIF4E 4G PPI	1	-6

# Next compounds
no.	smiles	Rad51 HR inh	EP2 antag	m-calpain inh	TbHK1 inh	14-3-3 Bad PPI	EP2 modulator	Hck Nef HTS	zVAD death inh	eIF4E 4G PPI
61	Cc1ccccc1OCC(=O)N(Cc1nc(-c2ccccc2)no1)C(C)C	7	.	35	2	-9	22	0	0.4	12
62	CN1C(=O)OC2(C)CCc3ccccc3C12C (stereo not given)	-30	3	1	-4	8	8	1	-0.1	1
63	CCOC(=O)c1csc(Nc2nc3ccc(F)cc3s2)n1	.	.	-17	1	-2	-20	0	2.6	1
64	Cn1c(=O)c(Sc2ccccc2)c(O)c2ccccc21	19	16	8	-9	2	38	5	1.8	5
65	O=C(CCN1C(=O)/C(=C\c2ccccc2)SC1=S)NNC(=O)c1ccncc1	14	15	9	-17	-15	-43	7	0.4	-1
66	CC(=O)N1N=C(c2ccccc2)CC1c1ccccc1[N+](=O)[O-] (stereo not given)	-5	6	34	1	2	-13	5	0.0	7
67	O=C(CSCc1ccco1)Nc1cc(C(F)(F)F)ccc1N1CCOCC1	0	13	-188	6	-11	24	1	-0.7	-12
68	Brc1nnc2n1-c1ccccc1Sc1ccccc1-2	5	8	-7	2	-4	39	8	1.4	-4
69	O=C(CN1CCC(NC(=O)c2ccco2)CC1)Nc1cccc2ccccc12	-16	8&9	-11	5	0[fluorescence artefact?]	-63&-72	10	0.0	-5[fluorescence artefact?]
70	CC(C)(C)C(=O)Nc1ccc(C(=O)N/N=C/c2ccccc2OC(=O)c2ccc(Cl)cc2Cl)cc1	4	13	-19	-23	2	-27	2	2.1	4
71	COc1cccc(C(=O)/C=C2\Sc3ccccc3N2C)c1	10	12	30	-6	-7	-14	106*	24	0
72	Cc1cccc(-n2c(Cc3cc(=O)[nH]c(=O)[nH]3)nnc2SC(C)C)c1	1	14	5	-4	18	7	1	1.7	-1
